Source: PubChem (several laboratories)
Kir21 block = inhibitors of mouse Kir2.1 inward-rectifier potassium channel; HEK293-Kir2.1, FluxOR thallium flux fluorescence; active compounds read low; B-score at 10 µM; 310,000 compounds, 0.85% hits;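 active = fluorescence ratio B-score at or below minus 3 SD of library scores, with starting-brightness B-score within 2 SD, cut at about -4.2 in these data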;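 note: channel flux triggered by added potassium and thallium sulfate stimulus; B-score of peak minus minimum fluorescence over baseline after thallium stimulus; more negative B-score means stronger Kir2.1 block with less thallium influx; some compounds called inactive have numbers as strong as hits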
Target sequence (P35561 whole entry, looked up): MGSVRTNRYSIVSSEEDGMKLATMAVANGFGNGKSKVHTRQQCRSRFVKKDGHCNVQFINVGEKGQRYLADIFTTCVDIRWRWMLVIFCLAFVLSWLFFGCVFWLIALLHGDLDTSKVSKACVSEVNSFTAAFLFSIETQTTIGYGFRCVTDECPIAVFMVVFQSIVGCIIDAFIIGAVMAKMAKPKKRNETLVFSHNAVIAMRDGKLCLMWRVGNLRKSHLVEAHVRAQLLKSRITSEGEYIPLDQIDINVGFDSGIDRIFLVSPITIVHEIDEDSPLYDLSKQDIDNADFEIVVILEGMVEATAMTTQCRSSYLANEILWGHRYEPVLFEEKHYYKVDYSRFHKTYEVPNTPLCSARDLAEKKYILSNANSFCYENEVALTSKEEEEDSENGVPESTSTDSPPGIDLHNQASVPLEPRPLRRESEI
STK33 inh = inhibitors of purified STK33 kinase, primary screen, biochemical, ADP-Glo luminescence, homogeneous, cell-free; Serine/threonine-protein kinase 33 (Homo sapiens), Q9BYT3; MBP phosphorylation; inhibition, % at 10 µM; 320,000 compounds, 0.073% hits; AID 2661, 2010;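 active = inhibition at or above 25%, using the most active replicate where run in duplicate; inactive = inhibition below 25%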
Target sequence (Q9BYT3 whole entry, looked up): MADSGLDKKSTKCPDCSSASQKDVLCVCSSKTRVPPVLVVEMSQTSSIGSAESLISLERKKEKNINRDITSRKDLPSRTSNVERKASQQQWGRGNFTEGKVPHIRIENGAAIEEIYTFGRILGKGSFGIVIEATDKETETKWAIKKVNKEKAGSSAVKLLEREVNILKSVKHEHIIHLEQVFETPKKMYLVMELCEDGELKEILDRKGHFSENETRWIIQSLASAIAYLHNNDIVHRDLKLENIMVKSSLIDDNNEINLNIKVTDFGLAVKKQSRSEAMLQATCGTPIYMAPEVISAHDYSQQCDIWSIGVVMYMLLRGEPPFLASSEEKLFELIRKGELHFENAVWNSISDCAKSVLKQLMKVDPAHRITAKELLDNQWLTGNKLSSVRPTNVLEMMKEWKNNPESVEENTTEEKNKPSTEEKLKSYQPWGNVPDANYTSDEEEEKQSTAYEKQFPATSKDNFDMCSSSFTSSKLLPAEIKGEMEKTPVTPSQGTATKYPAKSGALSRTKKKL
An asterisk follows results filed as active; nt = not tested or not shown.

cpd | Structure | Kir21 block | STK33 inh
1 | O=C(c1ccccc1)N(Cc1ccco1)C1CCS(=O)(=O)C1 (stereo not drawn) | -0.84 | -1.1
2 | O=S(=O)(c1ccc(F)cc1)N1CCN(c2ccccn2)CC1 | -0.63 | 1.2
3 | CNNC(=S)Nc1cccc(SC)c1 | 0.41 | -0.6
4 | CCOC(=O)C1(S(=O)(=O)c2ccccc2)CCN(Cc2ccccc2)CC1 | 0.06 | -0.7
5 | CCc1nc(NCCC(C)C)c(C#N)c2c1CCCC2 | -0.17 | 1.0
6 | CCOCCCNC(=O)CSCc1nc(-c2ccc(SC)cc2)oc1C | -0.61 | -1.4
7 | CCC(=O)Nc1nc(C)cc(SCC(=O)OC)n1 | 1.45 | -0.1
8 | CC(=O)C1C(c2ccc(F)cc2)c2c(noc2C)CC1(C)O (stereo not drawn) | 0.06 | -0.6
9 | CCCc1ccc2oc(C(=O)N(C)Cc3nccs3)c(C)c2c1 | -0.73 | -1.4
10 | Cc1ccc(C)c(S(=O)(=O)Nc2ccc(C(=O)N3CC(C)OC(C)C3)cc2)c1 (stereo not drawn) | nt | 0.6
11 | Cc1ccc(C(=O)NCCN2C3=NC[C@@H](Cc4ccccc4)N3C[C@H]2Cc2ccc(O)cc2)cc1Br | -6.76* | 0.2
12 | CCN(CC)S(=O)(=O)c1ccc(NC(=O)c2cccc3c2C(=O)N(CCOC)C3)cc1 | 1.96 | -0.8
13 | O=C(COC(=O)c1cccs1)Nc1ccc(S(=O)(=O)N2CCOCC2)cc1 | -0.7 | -1.0
14 | Cc1ccc2c(c1)c1c(n2CC2COC(C)(C)O2)C(=O)CCC1 (stereo not drawn) | -3.23 | 1.4
15 | O=C(Cc1ccc(Cl)cc1)NNC1CC(=O)N(c2ccc3ccccc3c2)C1=O (stereo not drawn) | -0.64 | -1.2
16 | COCCOc1ccc(C(F)(F)F)cc1NC(=O)CN1C(=O)NC2(CCCc3ccccc32)C1=O (stereo not drawn) | nt | -3.0
17 | NS(=O)(=O)c1ccc(CCNS(=O)(=O)c2ccc(Cl)s2)cc1 | nt | -0.3
18 | CCOC(=O)COc1coc(CN2CCN(c3ccccc3)CC2)cc1=O | -0.05 | -0.9
19 | Cc1occc1C(=O)NNC(=O)Nc1ccc([N+](=O)[O-])cc1 | 0.2 | 1.3
20 | Cc1nnc(NC(=O)C2CCCC2)s1 | -0.82 | -2.0
21 | COc1ccc(C(CNC(=O)c2cc(=O)[nH]c3ccccc23)N2CCCC2)cc1 (stereo not drawn) | 0.02 | -0.9
22 | CCOC(=O)C1Cc2ccccc2C(=O)O1 (stereo not drawn) | 0.51 | -0.5
23 | CSc1nnc2c(n1)OC=Nc1ccccc1-2 | 0.39 | -0.3
24 | COC(=O)[C@H]1C2CCC(C(=O)OC)(CC2)[C@H]1C(=O)OC | 0.86 | 0.6
25 | O=C(O)c1ccccc1C(=O)Nc1ccc(-n2ccc(C(F)(F)F)n2)cc1 | -1.41 | -0.7
26 | CC(=O)Nc1sc(C)c(C)c1C(=O)OCC(=O)N(C)C1CCS(=O)(=O)C1 (stereo not drawn) | 0.59 | 2.5
27 | Cc1cc([N+](=O)[O-])nn1CC(=O)N(C)Cc1ccccc1 | 0.7 | -0.9
28 | CCN(c1ccccc1)S(=O)(=O)c1ccc(Cl)c(NC(=O)CNC(C)c2ccccc2)c1 (stereo not drawn) | nt | -0.3
29 | O=C(c1cccc(Br)c1)N1CCN(c2ccccn2)CC1 | 0.61 | -1.5
30 | Cc1c(-c2csc(N)n2)cnn1C | 0.39 | 1.8
31 | Cc1cc(-c2ccc(C)c(S(=O)(=O)N3CCN(c4ccc([N+](=O)[O-])cc4)CC3)c2)on1 | -0.49 | -0.5
32 | O=c1c[n+]([O-])c2ccccc2n1OCc1ccccn1 | -1.67 | 0.1
33 | CN(C)CCCN(C(=O)C1=COCCO1)c1nc2ccc(Br)cc2s1 | -2.67 | 0.3
34 | COC(=O)c1sc(NC(=O)CSc2nnnn2C)nc1C | -0.14 | 0.6
35 | O=C(CSc1nc2ccccc2o1)NC1CCS(=O)(=O)C1 (stereo not drawn) | nt | -0.4
36 | CC1(C)CC(=O)C2=C(C1)OC1=C(C(=O)CC(C)(C)C1)C2(C)C | 1.96 | -1.8
37 | CCOC(=O)CC1(NC(=O)C2CCC(=O)N(CCc3ccccc3)C2)CCCCC1 (stereo not drawn) | -0.74 | -0.5
38 | O=C(CC(C(=O)O)c1ccccc1)Nc1ccccc1 (stereo not drawn) | 0.06 | -1.0
39 | CCN1C(=O)[C@H]2[C@@H](c3ccc(C)cc3)N3C(=O)N(c4ccc(C(F)(F)F)cc4)C(=O)[C@@]3(Cc3ccccc3)[C@H]2C1=O | 0.74 | -1.5
40 | CN1CCN(S(=O)(=O)c2cccc(C(=O)Nc3ccccc3N3CCCC3)c2)CC1 | -2.35 | -1.6
41 | Cc1cc(=O)[nH]c2nnnn12 | 1.29 | 1.0
42 | COc1ccc(N=NC2=C(O)CC(C)(C)CC2=O)c(OC)c1 | 0.46 | -1.1
43 | O=C1c2ccccc2NC(c2ccco2)N1/N=C/c1ccco1 (stereo not drawn) | 1.03 | 0.3
44 | CC(=O)Nc1ccc2nc(SCC(=O)N3CCOCC3)sc2c1 | 0.73 | -1.0
45 | O=C(c1ccccc1F)N1CCN(c2ccccc2F)CC1 | -0.27 | -5.5
46 | Cc1ccccc1-n1c(O)c(/C=N/N2CCCCC2c2cccnc2)c(=O)[nH]c1=O (stereo not drawn) | 2.28 | -2.0
47 | Cc1cc(C)cc(NC(=S)N2CCC(NC(=O)c3ccccc3C)CC2)c1 | 0.95 | 0.4
48 | CSCC[C@H](NC(=O)OC(C)(C)C)C(=O)N/N=C/c1ccc2nccnc2c1 | 1.5 | 0.3
49 | Cc1cc(C)cc(OCCCn2ccnc2)c1 | -1.15 | -1.2
50 | O=C(CN1CCCCC1)Nc1ccc(S(=O)(=O)N2CCOCC2)cc1 | -0.57 | -0.4

One compound at a time (already shown). Values in the order: Kir21 block, STK33 inh
`COc1ccc(N=NC2=C(O)CC(C)(C)CC2=O)c(OC)c1` as listed: 0.46, -1.1
`O=C1c2ccccc2NC(c2ccco2)N1/N=C/c1ccco1` (stereo not drawn) as listed: 1.03, 0.3
`CN(C)CCCN(C(=O)C1=COCCO1)c1nc2ccc(Br)cc2s1` as listed: -2.67, 0.3
`CC(=O)Nc1ccc2nc(SCC(=O)N3CCOCC3)sc2c1` as listed: 0.73, -1.0
`O=C(CC(C(=O)O)c1ccccc1)Nc1ccccc1` (stereo not drawn) as listed: 0.06, -1.0

The listing continues.
cpd | Structure | Kir21 block | STK33 inh
51 | CCC(=O)Nc1ccc(S(=O)(=O)NCCc2ccccc2)cc1 | 0 | -0.4
52 | Cn1cc([N+](=O)[O-])c(C(=O)Nc2ccc(-c3nc4ccccc4o3)cc2)n1 | 0.45 | 0.1
53 | CCNc1nc(NC(C)C)nc(N(n2cnnc2)S(=O)(=O)c2ccc(C)cc2)n1 | -1.13 | -0.7
54 | CCCCCCCC1(C)NC(=O)NC1=O (stereo not drawn) | -0.45 | 0.9
55 | CC(C)(C)OC(=O)C[C@@H]1C/C=C\C[C@@H](CC(=O)N[C@H](CO)Cc2ccccc2)C(=O)NC[C@@H](c2ccccc2)OC1=O | nt | -1.8
56 | Cc1ccc(CNC(=O)c2ccc(NS(=O)(=O)c3c(C)noc3C)cc2)cc1 | -0.25 | -2.0
57 | CCN(CC)C(=O)Cn1c(=O)n(CCCC(=O)NCc2ccccc2)c(=O)c2sccc21 | 0.67 | -0.9
58 | COc1ccc(/C=N/N2CCOCC2)cc1COc1ccc(Cl)cc1 | -0.41 | -0.4
59 | CC(c1cccs1)N(C(=O)Nc1ccccc1)C1CCCCC1 (stereo not drawn) | -0.33 | -0.9
60 | O=C(NCCN1CCN(c2ccccc2F)CC1)c1cccn2c(=O)c3ccccc3nc12 | -1.13 | -4.3
61 | O=C(Nc1ccc(NC(=S)NC(=O)c2cccs2)cc1)c1ccco1 | -0.77 | 1.1
62 | CCOc1ccc(-c2nc(-c3ccccc3)no2)cc1OCC | 2.05 | -1.1
63 | O=C(NCc1ccc(N2CCCC2=O)cc1)c1cn(CCc2ccccc2)nn1 | -1.01 | 0.0
64 | COc1ccc(-c2noc(CCC(=O)NCC3CCCO3)n2)cc1OC (stereo not drawn) | -0.86 | 0.0
65 | Cc1nc2ncnn2c(Nc2ccc3c(c2)OCO3)c1Cc1ccccc1 | 0.22 | 0.1
66 | COc1ccccc1CCC(=O)N1CCN(S(=O)(=O)c2cc(C(F)(F)F)ccc2Cl)CC1 | nt | 0.2
67 | CN(C)/C(Cn1cncn1)=C1/N=C(c2ccccc2)OC1=O | 0.7 | -2.1
68 | Cc1cccc(C)c1OCC(O)CN1CCN(c2ccccc2)CC1 (stereo not drawn) | 0.56 | -0.7
69 | Cc1cccc(N(CC(=O)NC(C)C)C(=O)CCC(=O)Nc2ccccn2)c1 | 1.54 | 0.4
70 | Cc1cc(C(=O)CN2C(=O)c3ccccc3C2=O)c(C)n1C1CC1 | -0.57 | 1.7
71 | COc1ccc(C)cc1NC(=O)Cn1c(=O)oc2ccccc21 | 0.06 | 1.4
72 | CCC(=O)N1c2ccc(S(=O)(=O)N3CCOCC3)cc2CC1C (stereo not drawn) | -1.49 | -2.2
73 | COc1ccc(-c2cn(CCC(=O)NCc3ccc(C)cc3)c(-c3ccncc3)n2)cc1 | 0.55 | -0.5
74 | COc1ccc(CNC(=O)C2CCCN2CCc2ccccc2)cc1OC (stereo not drawn) | 0.33 | -1.2
75 | CC/C(=N\O)C(C)(C)/[N+]([O-])=C/c1ccc(Br)cc1 | -0.53 | -1.0

A second format for two compounds above.
60	O=C(NCCN1CCN(c2ccccc2F)CC1)c1cccn2c(=O)c3ccccc3nc12
  Kir21 block: -1.13
  STK33 inh: -4.3

61	O=C(Nc1ccc(NC(=S)NC(=O)c2cccs2)cc1)c1ccco1
  Kir21 block: -0.77
  STK33 inh: 1.1

Next results
cpd | Structure | Kir21 block | STK33 inh
76 | CC(=O)c1cccc(CN2CCC(CO)(Cc3ccccc3)CC2)c1 | -1.4 | -1.2
77 | O=C(Nc1cccc(Cl)c1)c1ccc(S(=O)(=O)NCC2CCCO2)cc1 (stereo not drawn) | 0.97 | 0.0
78 | COc1ccc(C)cc1NC(=O)C(=O)N1CCCC1 | 0.38 | 0.1
79 | COc1cccc(NC(=O)NNC(=O)c2ccc3c(c2)NC(=O)C(C)(C)O3)c1 | 1.63 | -0.1
80 | Cc1ccccc1N1CCN(C(=O)NCc2cccc(Cl)c2)CC1 | 2.09 | -1.0
81 | CC1C(=O)C(C)(C)C(=O)OC1c1ccc([N+](=O)[O-])cc1 (stereo not drawn) | 0.29 | -0.2
82 | COCCOC(=O)C1=C(C)Nc2nc(C)nn2C1c1ccc(F)cc1 (stereo not drawn) | 3.1 | -1.7
83 | CC1CCN(CC(=O)Nc2cc(C(F)(F)F)ccc2Cl)CC1 | -2.16 | -1.1
84 | Cc1cc(Cl)ccc1OCCCC(=O)NCCc1nnc2ccccn12 | -0.94 | 0.1
85 | O=C(NCCCN1CCN(c2ccccc2F)CC1)C1CC(=O)N(C2CCCC2)C1 (stereo not drawn) | 0.64 | -0.7
86 | CO/N=C/NC(=O)c1c(OC)ccnc1Oc1ccccc1 | 0.05 | -1.6
87 | Cn1c(CCN2CCOCC2)nc2cc(NS(=O)(=O)c3ccccc3)ccc21 | 0.49 | -1.2
88 | C=CCNC(=O)c1onc(CSc2cccc3ccccc23)c1C(=O)O | -0.98 | -1.5
89 | CCOC(=O)CSc1nc2c(sc(=S)n2-c2ccccc2OC)c(=O)n1Cc1ccco1 | 1.2 | 1.4
90 | CC(=O)c1c(C)oc2ccc(N(C(C)=O)S(=O)(=O)c3cccc4cccnc34)cc12 | -1.44 | -1.1
91 | CCOC(=O)N1CCN(CC(=O)Nc2nc3ccc(OC)cc3s2)CC1 | 0.69 | 1.7
92 | COc1ccc(/C=C2\N=C3CCCCCN3C2=O)cc1 | -0.48 | 0.3
93 | COc1ccccc1CNC(=O)COC(=O)c1ccccc1-c1ccccc1 | -2.11 | nt
94 | S=c1nc(-c2cc(Cl)cc(Cl)c2)[nH][nH]1 | 2.59 | -11.3
95 | O=C(COC(=O)c1ccc(Cl)nc1)Nc1cccnc1Cl | 0.73 | -0.8
96 | O=C(CSc1nnc(Cn2nnc3ccccc32)o1)Nc1cccc(Cl)c1 | 0.65 | -1.2
97 | COc1ccc(-c2onc(C)c2-c2ccc(C(=O)OC(C)C)o2)c(O)c1 | -0.88 | -0.2
98 | COc1ccc(C(=O)Nc2ccc([N+](=O)[O-])cn2)cc1OC | 0.3 | -1.8
99 | CCC(C(=O)NCc1ccco1)N(C(=O)CNS(=O)(=O)c1ccc(C)cc1)c1ccccc1OC (stereo not drawn) | -2.43 | nt
100 | CCN(CC)CCC(O)(c1ccccc1)C1CCCCC1 (stereo not drawn) | -0.47 | -0.6
101 | NC1=NC(=O)C(CC(=O)Nc2ccc3c(c2)OCO3)S1 (stereo not drawn) | 0.54 | -0.5
102 | CC(C)C(OC(=O)c1ccc(Cl)nc1)C(=O)NC1CCCCC1 (stereo not drawn) | 0.4 | -2.1
103 | COC(=O)c1cc(S(=O)(=O)NCc2cc(OC)c(OC)c(OC)c2)cn1C | -1.49 | -3.4
104 | O=C1CCCC/C1=N\Nc1ccc(OCc2ccccc2)cc1 | 0.04 | 1.8
105 | COC(=O)[C@H]1C[C@@H]1[C@H](NS(=O)(=O)c1ccc2ccccc2c1)c1ccccc1 | 0.37 | -0.6
106 | CSc1cc(C)n(-c2ccccc2)c(=S)c1C(C)=O | 0.32 | -0.2
107 | CCN(CC)C(=S)NC(=O)c1ccc(OC)c(Br)c1 | -0.04 | -1.9
108 | O=C(O)CN1C(=O)COc2ccc(S(=O)(=O)N3CCCCCC3)cc21 | -1.65 | -0.9
109 | CCN(CC)C(=S)SSC(=S)N(CC)CC | -4.46* | -2.2
